From PubChem
procasp7 counter – activates human procaspase-7, counter-screen for procaspase-3 activators | P55210 | recombinant procaspase-7, Ac-DEVD-pNA absorbance 405 nm; D23A/D198A/D206A triple mutant, cannot self-cleave; scale: DMSO 0, 5 µM enzyme 100 | activation, % at 8.5 µM | 330,000 tested, 0.093% active;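 active = percent activation above the screen-wide mean plus 3 SD, cut at about 25% in these data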
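System: Procaspase-7 triple mutant (PC-7 D3A); measure: % activation from two-timepoint absorbance difference, scaled to controls; times: 1 h compound preincubation, 2 h substrate cleavage, 25 °C; also added: Ac-DEVD-pNA substrate, 400 µM as added; measured by: Epi-absorbance of released pNA at 405 nm, two timepoints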
VLA-4 inh – inhibition in a human VLA-4 binding assay; P13612; VLA-4 expressing cells, ligand binding flow cytometry; inhibition, % (about 7 µM as worked out from the volumes in the protocol); 330,000 tested, 0.2% active; in the data active = inhibition above about 50%
Target sequence (P13612 whole entry, looked up): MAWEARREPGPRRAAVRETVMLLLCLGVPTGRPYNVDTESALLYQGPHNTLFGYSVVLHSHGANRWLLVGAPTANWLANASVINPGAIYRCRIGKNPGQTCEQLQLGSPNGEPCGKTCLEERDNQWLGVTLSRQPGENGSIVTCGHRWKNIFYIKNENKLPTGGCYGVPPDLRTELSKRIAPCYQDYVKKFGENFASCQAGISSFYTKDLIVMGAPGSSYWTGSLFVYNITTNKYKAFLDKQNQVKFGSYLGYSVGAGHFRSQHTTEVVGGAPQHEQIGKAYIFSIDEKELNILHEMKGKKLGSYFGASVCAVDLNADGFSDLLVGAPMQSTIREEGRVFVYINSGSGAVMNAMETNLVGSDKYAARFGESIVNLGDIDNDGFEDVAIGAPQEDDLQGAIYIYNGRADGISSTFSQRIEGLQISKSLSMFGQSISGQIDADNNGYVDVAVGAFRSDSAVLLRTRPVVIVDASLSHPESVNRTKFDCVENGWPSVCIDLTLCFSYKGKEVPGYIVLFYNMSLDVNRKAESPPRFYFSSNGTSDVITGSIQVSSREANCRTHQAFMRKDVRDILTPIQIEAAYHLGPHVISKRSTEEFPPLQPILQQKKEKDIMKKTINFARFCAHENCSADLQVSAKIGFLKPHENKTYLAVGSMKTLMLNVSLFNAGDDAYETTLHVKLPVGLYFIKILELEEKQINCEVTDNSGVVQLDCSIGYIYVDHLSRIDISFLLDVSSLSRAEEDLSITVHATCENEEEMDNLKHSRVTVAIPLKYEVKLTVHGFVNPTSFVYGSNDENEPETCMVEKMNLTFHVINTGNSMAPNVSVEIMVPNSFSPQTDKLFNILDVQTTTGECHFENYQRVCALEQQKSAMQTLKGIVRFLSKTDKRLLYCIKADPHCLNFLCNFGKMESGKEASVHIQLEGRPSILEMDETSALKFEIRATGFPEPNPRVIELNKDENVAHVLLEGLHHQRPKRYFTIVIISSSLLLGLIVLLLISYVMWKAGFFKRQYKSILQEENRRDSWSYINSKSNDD
GRK2 aptamer HTS – blocks RNA aptamer binding to human GRK2; 330,000 tested, 0.59% active; inhibition of aptamer binding, % at 10 µM; bead flow cytometry, FAM-aptamer displacement from GRK2;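 active = inhibition of aptamer binding above 40%, roughly 3 SD of noise, on plates passing a quality check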;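 also: median bead fluorescence of bound FAM aptamer so fluorescent compounds give negative values; no value below 0 was filed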
core dimer inh – blocks dimerization of HCV core protein; 300,000 tested, 0.33% active; TR-FRET GST/Flag-core106 dimerization, 1536-well; inhibition, % at 5 µM;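 active = inhibition above the mean of all tested compounds plus 3 SD, set per screening campaign, cut at about 45% in these data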
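Assay system: GST-tagged and Flag-tagged HCV core protein residues 1-106 / Times: compound-protein-antibody incubation 4 h at 22.5 °C / Signal: time-resolved FRET, ex 340 nm, em 617 and 671 nm / Evaluation: % inhibition based on acceptor/donor emission ratio / Benchmarks: wells lacking GST-core106 and wells with excess unlabelled core106 / Repeats: singlicate, one well per compound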
PP5 inh – inhibitors of human protein phosphatase 5 (PP5). inhibition, % at 6.7 µM. P53041. 320,000 tested, 0.18% active. AID 1987. purified PP5c, OMFP substrate fluorescence;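 active = inhibition above the campaign's mean inhibition across all tested compounds plus 3 SD, cut at about 9.5% in these data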;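 also: 0% = DMSO only and 100% = 100 µM cantharidin control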
Fh CTSL1 inh – counter-screen for PFM18AAP inhibitors: inhibitors of F. hepatica cathepsin L1. 300,000 tested, 0.49% active. inhibition, % at 5.96 µM. recombinant F. hepatica cathepsin L1, Z-Leu-Arg-MCA fluorescence;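 active = inhibition above the mean of all tested compounds plus 3 SD, set per screening campaign, cut at about 17% in these data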;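 also: 0% = plate median of test compound wells and 100% = 1 µM Z-Phe-Ala-diazomethylketone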
PP1 counter – blocks human PP1-alpha phosphatase, a PP5 counter-screen | P62136 | purified PP1alpha, OMFP fluorescence | inhibition, % at 6.7 µM | AID 2235 | 320,000 tested, 0.9% active;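 active = inhibition above the mean inhibition of all tested compounds plus 3 SD, computed separately for each screening campaign, cut at about 15% in these data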
proCasp3 act – activators of human procaspase-3; P42574; recombinant procaspase-3 D3A, Ac-DEVD-pNA absorbance 405 nm; activation, % at 8.5 µM; 330,000 tested, 0.11% active; AID 463141;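 active = activation above the mean of all tested compounds plus 3 SD, cut at about 21% in these data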;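 also: 0% = DMSO alone and 100% = DMSO wells spiked with extra 5 µM PC-3 D3A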
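material = Procaspase-3 D3A mutant | probe or stimulus = Ac-DEVD-pNA | compound = single dose, 8.5 µM nominal compound, 0.8% DMSO | timing = 1 h preincubation, 2 h reaction | measured by = 405 nm absorbance of p-nitroaniline, reads at 0 and 120 min | benchmarks = DMSO-only low control, 5 µM PC-3 D3A high control | repeats = singlicate, each compound tested once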
GASC-1 inh – human JMJD2C demethylase inhibition; 330,000 tested, 0.069% active; inhibition, % at 2.35 µM; AID 2099; GST-JMJD2C(1-420) H3K9me3 demethylation, DELFIA europium;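 active = more than half of a compound's replicate wells show inhibition beyond 50%, single wells judged on their own value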;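 also: signal counts dimethyl H3K9 product captured on neutravidin plate; 0% = median of DMSO wells and 100% = 0.3 times that DMSO median; strong numbers were not always called active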
* hit, by the source's call; nt = no result given; & = joins results of further samples. No enrichment for hits; about 2.6% have a hit in one of these screens.

SMILES | procasp7 counter | VLA-4 inh | GRK2 aptamer HTS | core dimer inh | PP5 inh | Fh CTSL1 inh | PP1 counter | proCasp3 act | GASC-1 inh
COc1ccc(OCC(=O)Nc2cccc(-c3nc4ccccc4o3)c2)cc1 | 1 | -13 | 0 | 3 | 0.3 | 1 | 5 | 3 | 12
COc1ccc(S(=O)(=O)N(C)CC(=O)Nc2c(F)cccc2F)cc1 | -1 | 11 | 0 | 4 | 0.4 | -1 | -2 | -8 | 2
COc1ccc(Nc2nc3ccccc3n3nnnc23)cc1 | -32 | -5 | 3 | 3 | 1.4 | 3 | 1 | 2 | 44
CCC(C)NC(=S)N1CCN(C)CC1 (stereo not given) | -7 | 11 | 2 | -7 | -0.2 | -3 | 0 | -3 | 34
Cc1cccc(-n2ncc3c2CCCC3NC(=O)CN2CCOC2=O)c1C (stereo not given) | 9 | 7 | 0 | -6 | -0.3 | -3 | -3 | -8 | -3
CC(O)Cn1cnc2c1c(=O)n(C)c(=O)n2C (stereo not given) | 3 | 23 | 0 | -4 | 1.0 | 3 | 3 | 8 | -3
Cc1nnc(NC(=O)CSc2nc(C(C)C)nc3ccccc23)s1 | -2 | 14 | 0 | 2 | 2.0 | 5 | -2 | -3 | -5
CN1CCN(S(=O)(=O)c2ccc(=O)[nH]c2)CC1 | 9 | 9 | 0 | -4 | -1.3 | 4 | -1 | -4 | -3
CCc1ccccc1NC(=O)Cc1cn(C)c2ccccc12 | 8 | 5 | 1 | -5 | 2.7 | -3 | 0 | 7 | 2
NC(=O)c1c(-c2cccs2)csc1N | -9 | -1 | 0 | -1 | -2.0 | 2 | -3 | -8 | -3
CC1C(=O)N(Cc2ccccc2)c2ccccc2N1C(=O)c1ccccc1 (stereo not given) | -3 | -5 | 0 | 1 | 0.8 | 0 | -2 | 0 | 1
CC1CC(C)CN(C(=O)c2ccc3c(c2)OCCO3)C1 (stereo not given) | -1 | 4 | 0 | nt | 0.5 | nt | 1 | -7 | 3
COc1ccc(N=C2CCCN2CC(N)=O)cc1 | 3 | 7 | 2 | -1 | 0.8 | -2 | 0 | 4 | 2
Cc1ccc(C)c(S(=O)(=O)Nc2nc(C)c(C(=O)Nc3ccccc3)s2)c1 | 2 | 16 | 2 | 9 | -0.3 | 1 | 2 | 7 | -24
CCOC(=O)c1ccc(NC(=O)N2CC(C)OC(C)C2)cc1 (stereo not given) | 5 | 3 | 1 | 2 | 1.5 | -2 | 0 | -1 | -1&1
CCOc1cc(N2CCOCC2)c(OCC)cc1NC(=O)c1ccc(OC)c(S(=O)(=O)N2CCOCC2)c1 | 7 | 5 | 1 | nt | nt | nt | nt | 5 | -7
O=C(Nc1ccsc1C(=O)O)c1ccccc1Cl | 6 | -11 | 13 | -15 | 0.8 | -1 | 2 | 0 | 16
CCCC(=O)Nc1cc(C(F)(F)F)ccc1N1CCOCC1 | 7 | -8 | 0 | 1 | -0.2 | 1 | 1 | 1 | -1
O=c1c2cc3c(cc2[nH]c(=S)n1CCN1CCOCC1)OCO3 | -13 | -1 | 0 | 4 | 0.8 | -2 | 1 | 3 | 2
Cc1ccc(-c2nnn(CC(=O)N(Cc3cccs3)C(C(=O)NC(C)(C)C)c3ccco3)n2)o1 (stereo not given) | -7 | 6 | 1 | 3 | -0.3 | 4 | -1 | -2 | 12
CC(=O)Nc1nnc(C2=COCCO2)o1 | 0 | 9 | 6 | 0 | 0.7 | 3 | -1 | 3 | 4
O=C(Nc1cccnc1)c1cc(-c2ccccc2O)on1 | 1 | -6 | 4 | 3 | 2.7 | 6 | -3 | -14 | -7
CC1(C)Cc2c(cnn2-c2ccccc2)C(=O)/C1=N\NC(=O)c1ccccc1N | -6 | -13 | 0 | -5 | 2.4 | 10 | -2 | 3 | 12
O=C(NC1CCS(=O)(=O)C1)C1CCCC1 (stereo not given) | 0 | 4 | 27 | -2 | 0.0 | 0 | -2 | 9 | -15
CCOc1c(CNCCN2CCOCC2)cccc1OC | -4 | 2 | 2 | 1 | 0.5 | -3 | -1 | 6 | 6
COc1ccc(S(=O)(=O)N2CCCC2)cc1C(=O)O | -10 | 9 | 0 | -2 | 4.0 | -4 | -5 | -6 | -15
CC1=C(C#N)C(=O)N(C2CCS(=O)(=O)C2)C(=O)/C1=C\c1ccco1 (stereo not given) | 0 | 12 | 100* | 78* | 0.9 | 5 | 35* | -5 | 15
COc1ccc(CCNC(=O)C(=O)NCC2CCCN2S(=O)(=O)c2cccs2)cc1 (stereo not given) | 1 | 2 | 0 | 3 | 1.8 | 1 | -3 | -3 | -3
Cn1ncc2c(Nc3ccc(Cl)cc3)ncnc21 | 6 | 18 | 2 | -4 | 3.1 | 0 | -1 | 0 | -17
CC1(C)Oc2cc3oc(-c4cc(O)cc(O)c4)cc3cc2CC1O (stereo not given) | 2 | 2 | 2 | 4 | -2.2 | 9 | -21 | 2 | 5
Cc1ccc(/C=C2/SC(=S)N(CC(=O)Nc3ncc(Cc4ccc(C)cc4)s3)C2=O)cc1 | -20 | 0 | 0 | 70* | -0.2 | 2 | 2 | -13 | -1
CCC(COC)NC(=O)CCc1nnc(Cc2c[nH]c3ccccc23)o1 (stereo not given) | 1 | 4 | 5 | 4 | 3.1 | 2 | 2 | -4 | -1
CC1CCC(=NNC(=O)Cc2ccccc2)CC1 (stereo not given) | -1 | 9 | 0 | 2 | 3.4 | 2 | 2 | 6 | -3
O=c1c2ccccc2nnn1CSc1nc2ccccc2c(=O)n1Cc1ccco1 | 5 | -3 | 2 | 11 | 1.9 | -1 | -5 | 0 | 3
O=C(O)C12CC3CC(C1)CC(n1ncc(N4CCN(c5ccccc5)CC4)c(Cl)c1=O)(C3)C2 | 7 | 9 | 0 | -1 | 1.2 | 1 | 3 | 4 | -7
CCOc1ccc(N(C(=O)CNC(=O)c2ccco2)C(C(=O)NC2CCCC2)c2ccco2)cc1 (stereo not given) | 4 | 6 | 0 | 4 | -2.4 | 4 | -1 | -10 | -4
COC(=O)c1ccccc1Oc1ccc(NC(=O)c2ccco2)cc1 | -14 | 6 | 0 | -8 | 0.3 | -3 | 0 | 2 | 5
CS(=O)(=O)N1CCC(C(=O)Nc2cccc(F)c2)CC1 | 13 | 17 | 1 | 10 | -2.9 | -3 | -5 | 3 | -2
COc1ccc(/C=N/Nc2nc(-c3cccnc3)nc3ccccc23)cc1OC | -11 | -27 | 1 | -1 | 4.8 | 13 | -2 | -20 | 9
CCCOc1ccc(NC(=O)c2cc3cc(C)ccc3[nH]2)cc1 | 0 | 16 | 0 | -2 | -0.2 | -3 | 4 | -12 | 2
COc1nnc(-c2ccc(N3CCOCC3)c(NC(=O)c3ccc(C)cc3)c2)c2ccccc12 | 0 | -3 | 0 | 11 | 0.6 | 5 | 4 | 2 | -44
COc1cccc(NC(=O)COC(=O)c2sccc2C)c1 | 13 | 2 | 2 | nt | nt | nt | nt | 6 | 10
Cc1ccc2c(c1)[C@@H]1[C@H](CO2)[C@H](c2ccccc2)[C@@]2(C)C(=O)N[C@H](C)C(=O)N12 | 4 | -5 | 0 | nt | nt | nt | nt | 5 | 2
COc1ccc(NC(=O)C2CCCN(S(C)(=O)=O)C2)cc1 (stereo not given) | -3 | 11 | 4 | -4 | 0.1 | -4 | 1 | 3 | 0
COCCN(C(=O)COC(=O)CCC(=O)c1ccc(C)cc1)c1c(N)n(Cc2ccccc2)c(=O)[nH]c1=O | -6 | -13 | 3 | 6 | -0.6 | -45 | -12 | -3 | 13
O=[N+]([O-])c1cccc(CSc2cccc[n+]2[O-])c1 | -5 | 13 | 0 | -1 | 1.4 | -2 | -3 | -3 | -3
O=C(CSc1nnc(CNC(=O)c2ccccc2)o1)NCc1ccc(F)cc1 | 1 | -19 | 1 | -1 | 0.1 | 0 | 0 | 0 | -1
COc1ccc(CCCC(=O)NC2CCCCC2)cc1 | -8 | 3 | 0 | -1 | 3.3 | -8 | -3 | 4 | -22
c1cn(CCCNc2ncnc3nc[nH]c23)cn1 | 3 | 5 | 1 | -3 | -0.5 | -2 | 4 | 10 | 15
Cc1noc(NS(=O)(=O)c2ccc(NC(=O)c3ccc(OC(C)C)cc3)cc2)c1C | -4 | 9 | 0 | 2 | 0.3 | 5 | 2 | -5 | -17
Cc1cccc(NC(=O)COn2nnc3ccc(S(C)(=O)=O)cc32)c1 | 2 | 6 | 0 | 0 | -1.5 | 1 | -3 | -10 | 1
COC(=O)CCC(=O)OC1(C)C(=O)C=C2C=C(C3CC3)N(c3ccc(CO)cc3)C=C2C1=O (stereo not given) | 10 | -24 | 2 | 69* | 6.9 | -6 | 19* | 6 | 10
CCc1nnc(NC(=O)c2cccs2)s1 | -3 | -2 | 0 | -6 | 3.9 | -3 | -1 | -3 | -7
N#Cc1c(C(F)(F)F)cc(-c2ccccc2)[nH]c1=O | 5 | -14 | 2 | 6 | -1.1 | 5 | -2 | 4 | -11
O=C(Nc1ccc(N2CCCCC2)cc1)c1cncc(Br)c1 | 1 | -7 | 0 | -3 | 2.9 | 6 | -5 | -3 | 13
CCc1ccc2c(c1)C(c1ccc(N3CCOCC3)cc1)=NNC(c1ccncc1)=N2 | 3 | 5 | 2 | 5 | -0.1 | 2 | 3 | -7 | 8
O=C(CN1c2cccc3cccc(c23)S1(=O)=O)NCCc1ccccc1 | 7 | 19 | 1 | nt | nt | nt | nt | 0 | -3
CCOc1ccccc1N1CCN(CC(=O)NC(C)c2ccccc2)CC1 (stereo not given) | -2 | 6 | 0 | 2 | 4.8 | -4 | 1 | 5 | -3
N#Cc1c(N2CCN(C(=O)c3ccco3)CC2)nc(-c2ccccc2)c2c1CCCC2 | 0 | -19 | 3 | 21 | 2.9 | 0 | 11 | 7 | 3
Cn1c(=O)c2c(nc(NCc3ccco3)n2CC(O)COc2ccccc2)n(C)c1=O (stereo not given) | 7 | 22 | 0 | -10 | 1.1 | -1 | 0 | 3 | -5
O=C1Nc2ccccc2Nc2ccccc21 | 3 | 9 | 0 | 1 | -1.0 | 1 | 1 | -3 | 15

3 entries drawn at random from those above:
SMILES | procasp7 counter | VLA-4 inh | GRK2 aptamer HTS | core dimer inh | PP5 inh | Fh CTSL1 inh | PP1 counter | proCasp3 act | GASC-1 inh
O=C(CN1c2cccc3cccc(c23)S1(=O)=O)NCCc1ccccc1 | 7 | 19 | 1 | nt | nt | nt | nt | 0 | -3
c1cn(CCCNc2ncnc3nc[nH]c23)cn1 | 3 | 5 | 1 | -3 | -0.5 | -2 | 4 | 10 | 15
O=C(Nc1ccc(N2CCCCC2)cc1)c1cncc(Br)c1 | 1 | -7 | 0 | -3 | 2.9 | 6 | -5 | -3 | 13
